Bioassay records (PubChem BioAssay)
Nrf2 inh: Nrf2 qHTS screen for inhibitors; Potency, µM (titrated, usually from 46 µM), for inactives: top-dose activity change, negative = inhibition, actives largely listed as inhibitors; 360,000 compounds, 2.1% hits; AID 504444, 2011; A549 ARE-Fluc reporter, luciferase luminescence, 18-24 h; note: potency is the fitted concentration of half-maximal effect; % is set by controls: 0 for no effect and ±100 for the full control effect; nearly all actives have a fitted effect of over 60% in size
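Nrf2 activity is the BugLite luminescence, read 15 min after reagent at room temperature, following CellTiter-Fluor cytotoxicity readout (30 min, 37C). Compound titrations were applied for 18-24 h to 5000 A549 ARE_Fluc cells/well in 5% FBS OPTI-MEM.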
HepG2 tox: qHTS for Inhibitors of TGF-b: Cytotox Counterscreen; HepG2 CAGA-GFP viability, ATP luminescence, 18 h; Potency, µM (highest dose often 46.1 µM), for the others: at the highest dose activity change, negative = cytotoxicity, actives largely listed as cytotoxic; 410,000 compounds, 0.76% hits; note: potency is the fitted concentration of half-maximal effect; some results filed as inactive show a strong effect at the top dose
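CellTiter-Glo luminescence gave cytotoxicity after 18 hours at 37 degrees C. The cells were HepG2 CAGA-GFP in 1% FBS DMEM, stimulated with 500 pg/mL TGF-beta after compound addition. %Activity was normalised to no-cell wells (complete cell-killing) and DMSO (no toxicity), and curves were fitted and classified.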
MCF10A rereplic: A quantitative high throughput screen for small molecules that induce DNA re-replication in MCF 10a normal breast cells | MCF 10A DNA re-replication, Hoechst nuclear intensity, 48 h | Potency, µM (titrated, usually from 46.1 µM), without a hit: top-dose activity, positive = re-replication, usual class: activators | 350,000 compounds, 2.9% hits | AID 624296, 2012; note: potency is the fitted concentration of half-maximal effect; % of control where 0% means no effect; nearly all actives have a fitted effect of over 50% in size
ATXN2 expr inh: Primary qHTS for Inhibitors of ATXN expression | Potency, µM (top dose mostly 57 µM), without a hit: at the highest dose activity change, negative = inhibition, actives largely listed as inhibitors | HEK-293 ATXN2-luciferase reporter, luminescence, 24 h | 360,000 compounds, 0.72% hits; note: potency is the fitted concentration of half-maximal effect; % is set by controls: 0 for no effect and ±100 for the full control effect; nearly all actives have a fitted effect of over 55% in size
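ATXN2-luciferase reporter cells (luciferase flanked by upstream and downstream ATXN2 gene portions) were treated 24 h at 37 °C with compounds at up to 57 uM. SteadyGlo luminescence gave expression; GF-AFC fluorescence gave viability.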
Nrf2 ARE act: qHTS of Nrf2 Activators; AREc32 ARE-luciferase reporter (MCF7-derived line), luminescence, 24 h; Potency, µM (highest dose often 46.1 µM), for the others: at the top dose activation, actives largely listed as activators; 410,000 compounds, 0.31% hits; AID 624171, 2012; note: potency is the fitted concentration of half-maximal effect; % of control where 0% means no effect; nearly all actives have a fitted effect of over 65% in size
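ARE-driven firefly luciferase activity in AREc32 cells measured after a 24 hr compound exposure at 37 deg C, using Steady-Glo reagent and a 30 min room-temperature hold.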
ATXN viability: Viability Counterscreen for Primary qHTS for Inhibitors of ATXN expression. S2 cells (HEK-293 line with an ATXN2-luciferase reporter) viability, CellTiter-Fluor protease fluorescence, 24 h. Potency, µM (top dose mostly 56.7 µM), most hits filed as cytotoxic. 400,000 compounds, 0.49% hits; note: potency is the fitted concentration of half-maximal effect; nearly all actives have a fitted effect of over 40% in size
IL-1B inflam inh: qHTS for Inhibitors of Inflammasome Signaling: IL-1-beta AlphaLISA Primary Screen; 360,000 compounds, 4.7% hits; THP-1 LPS/ATP IL-1B secretion, AlphaLISA, 16 h; active compounds read low; activity change, % at 57.5 µM; AID 743279, 2014; in the data active = activity change below about -50%; inconclusive = mostly about -30% to -49%; note: % is set by controls: 0 for no effect and ±100 for the full control effect
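Secreted IL-1B measured by AlphaLISA bead assay after 16 h compound exposure of THP-1 cells; compounds (final up to 57.5 uM) added 1 h before LPS (250 ng/mL) and ATP (1.25 mM) stimulation; lower signal means less secretion.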
A549 tox: Nrf2 qHTS screen for inhibitors: counterscreen for cytotoxicity | A549 ARE-Fluc cells, CellTiter-Fluor viability, 18-24 h | Potency, µM (series often up to 46 µM), for inactives: at the highest dose activity change, negative = cytotoxicity, most hits filed as inhibitors | AID 504648, 2011 | 390,000 compounds, 0.16% hits; note: potency is the fitted concentration of half-maximal effect; % is set by controls: 0 for no effect and ±100 for the full control effect
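A549 ARE-Fluc cells in 5% FBS OPTI-MEM, 5000 cells/well, rested 2 h then exposed to compounds in concentration-response for 18-24 h at 37 °C. Viability by CellTiter-Fluor fluorescence (Ex 405/Em 525) after 30 min; luciferase luminescence (BugLite, 15 min, RT) read afterwards.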
TGFb inhibitor: qHTS for Inhibitors of TGF-b | HepG2 CAGA-GFP TGF-b/SMAD3 reporter, GFP fluorescence, 18 h; TGF-beta stimulated, 500 pg/mL final | Potency, µM (top dose mostly 46.1 µM), for the others: at the highest dose activity, negative = inhibition, actives largely listed as inhibitors | 410,000 compounds, 1.2% hits | AID 588855, 2011; note: potency is the fitted concentration of half-maximal effect; % is set by controls: 0 for no effect and ±100 for the full control effect; nearly all actives have a fitted effect of over 65% in size
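Cell-based qHTS in HEPG2 carrying a CAGA-GFP Smad reporter; compounds added before 500 pg/mL final TGF-beta, 18 h incubation at 37 degrees C, GFP fluorescence quantified per cell by imaging cytometry.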
* = called active by the depositor; i = inactive; ? = inconclusive; . = not tested or not shown; [ ] = remark or other dose. Unless noted, calls come from the whole dose curve; as a rule, active = well fitted curve in the direction sought with a large enough effect; inconclusive = small, poorly fitted or top-dose-only effect, or another doubt; inactive = no such curve, though single readings can be large; an effect the other way counts as inactive or inconclusive.

item	compound	Nrf2 inh	HepG2 tox	MCF10A rereplic	ATXN2 expr inh	Nrf2 ARE act	ATXN viability	IL-1B inflam inh	A549 tox	TGFb inhibitor
1	CC(=O)N1CCc2cc(S(=O)(=O)N3CCCCC3C)ccc21 (stereo not given)	2%	-47%	-7%	.	-0.5%	i	5	7%	18%
2	O=C1c2ccccc2NC(c2cnc3ccccc3n2)N1O (stereo not given)	?	5%	3%	-20%	7.0%	i	-6	-1%	7%
3	Cc1ccc(N(C(C)C(=O)NCc2ccncc2)S(C)(=O)=O)cc1C (stereo not given)	-11%	-4%	-9%	3%	-0.4%	i	10	8%	-4%
4	CC(=O)Nc1cccc2c1C(=O)N(c1ccccc1OC(C)=O)C2=O	6%	-16%	-6%	2%	-0.6%	i	41	3%	9%
5	O=C(c1ccc2c(c1)OCCO2)N1CCN(c2ncc(C(F)(F)F)cc2Cl)CC1	?	-36%	14%	-15%	-0.2%	i	5	-1%	-17%
6	Cc1noc(C)c1NC(=O)N(C)C[C@H]1Oc2ccc(NC(=O)CCC(F)(F)F)cc2C(=O)N([C@H](C)CO)C[C@@H]1C	-3%	18%	2%	-6%	-0.1%	i	-4	2%	2%
7	Cc1cccc(NC(=O)Nc2ccncc2)c1	?	0%	-1%	.	0.3%	i	16	1%	5%
8	O=C(Nc1ccccc1C(=O)NC1CCCCC1)c1ccco1	3%	-29%	24%	4%	0.2%	?	-6	-5%	-2%
9	CCN(Cc1ccccc1)C(=O)C1CCN(C(=O)Nc2ccccc2)CC1	4%	8%	0%	2%	0.4%	i	26	1%	0%
10	Cc1cc(OC(=O)c2ccccc2Cl)ccc1N1C(=O)CCC1=O	?	0%	-2%	-5%	0.9%	i	6	1%	-17%
11	Cc1ccnc(NC(=S)NC(=O)c2cccs2)c1	26%	-74%	-7%	165%[activator]	?	i	-10	12%	-20%
12	O=C(COC(=O)Cc1ccc(F)cc1)NC(=O)NC1CCCC1	-20%	-12%	?	-2%	0.0%	i	-12	2%	-8%
13	CC(OC(=O)c1cccnc1Cl)C(=O)Nc1ccc(S(N)(=O)=O)cc1 (stereo not given)	2%	-9%	-5%	-35%	-0.5%	?	7	-3%	8%
14	Cc1ccc(C)c(NC(=O)c2ccc(OC(=O)c3ccco3)cc2)c1	7%	0%	0%	31%[activator]	0.8%	i	6	0%	14%
15	Cc1ccc2c(CN(C)Cc3ccccc3)cc(=O)oc2c1	.	-17%	.	97%[activator]	1.2%	i	36	.	-12%
16	CSc1cccc(NC(=O)Nc2ccccc2)c1	12%	-25%	-3%	26%	3.8%	i	-9	-8%	-2%
17	CCCCn1c(=O)[nH]c(=O)c2c(C(=O)OCC)cc(-c3cccs3)nc21	?	5%	?	2%[11.3 µM]	-0.2%	i	40	-7%	0%
18	NC(=O)CSc1ccc(S(=O)(=O)N2CCOCC2)cn1	-2%	1%	-3%	2%	-1.5%	i	4	0%	-14%
19	NS(=O)(=O)c1cccc(NC(=O)CSc2nc3ccccc3[nH]2)c1	3%	-19%	-3%	-17%	0.6%	i	-6	6%	-2%
20	Cc1ccc(S(=O)Cc2ccc(C(=O)N3CCN(C4CCCCC4)CC3)o2)cc1 (stereo not given)	?	11%	1%	4%	-2.3%	i	-7	-5%	25%
21	CCOc1ccc(CN2CCN(C(=O)c3ccco3)CC2)cc1	7%	14%	0%	-23%	-0.6%	i	24	3%	-11%
22	CCOC(=O)c1c(C)[nH]c(C(=O)CN(C)CC(=O)Nc2ccccc2Cl)c1C	-10%	-13%	?	-12%	3.7%	i	14	1%	-12%
23	C=CCn1c(C)c(C(C)=O)cc(NC(=O)c2ccccc2)c1=O	-17%	-9%	-5%	-26%	-0.2%	.	-28	7%	0%
24	Nc1c(-c2nc(-c3ccc(Cl)cc3)cs2)c2ccccn2c1C(=O)c1ccc2c(c1)OCO2	3%	-6%	.	5%	7.8%	i	.	4%	13%
25	CCC(Oc1ccc(C)cc1)C(=O)Nc1ccc(S(=O)(=O)Nc2cc(C)on2)cc1 (stereo not given)	?	11%	8%	11%	-0.1%	i	0	-11%	-4%
26	CC1CCC(=NNc2ccc(C(F)(F)F)cc2[N+](=O)[O-])CC1 (stereo not given)	-3%	-25%	9%	0%	3.4%	i	-8	-2%	3%
27	O=C(Nc1ccc2nc(-c3ccccn3)c(-c3ccccn3)nc2c1)N1CCCC1	-4%	16%	.	.	.	.	.	-4%	7%
28	CCOc1ccc(NC(=O)CCC(=O)N/N=C/c2ccc3c(c2)OCO3)cc1	12%	1%	-5%	4%	-0.6%	i	5	-1%	-1%
29	Cc1cc(=O)oc2cc(OCC3CC(c4ccc(Br)cc4)=NO3)ccc12 (stereo not given)	?	-2%	9.2µM*	-6%	-0.6%	i	25	-3%	16%
30	CC1Sc2ccccc2N(Cc2ccc(OC(F)(F)F)cc2)C1=O (stereo not given)	.	-22%	.	3%	0.2%[9.22 µM]	i	-12	.	-17%
31	C=CCn1c(O)c(N=NC(=O)CNC(=O)/C=C/c2ccc(OC)cc2)c2ccccc21	?	8%	3%	-11%	1.7%	i	18	8%	-2%
32	COC(=O)N/N=C/c1ccc(-c2ccc(C)c(Cl)c2)o1	15%	9%	-1%	10%	2.2%	i	?	-1%	0%
33	COc1ccc(O)c(C(=O)c2cnc3c(c2)c(-c2ccc(F)cc2)c(C#N)c(=O)n3C)c1	22%	-12%	5%	-11%	4.5%	i	-22	1%	8%
34	OCC1CCCN(Cc2cn(Cc3ccccc3)nc2-c2cc3ccccc3o2)C1 (stereo not given)	8%	-25%	6%	?	3.9%	?	-62*	5%	0%
35	CC(=O)Nc1ccc(Cl)cc1-c1ccccc1	?	-29%	5%	4%	2.8%	i	-2	3%	-24%
36	COc1ccc2c(c1)[nH]c1c(=O)n(Cc3ccncc3)cnc12	-21%	-2%	11%	31%	2.2%	i	2	3%	-13%
37	CNc1cc(-c2ccc(C(=O)OC)cc2)ncn1	.	1%	.	8%	4.1%	i	7	.	17%
38	O=C(CN(C(=O)c1csnn1)c1cccc2ccccc12)NCc1ccc(F)cc1	-5%	-5%	-1%	-5%	-1.0%	i	2	-2%	20%
39	CC(C)C(=O)NN(C(=O)c1ccccc1)c1ccccc1	2%	-2%	7%	4%	-2.8%	i	6	-1%	6%
40	Fc1ccc(-c2nc3c4ccccc4ccn3c2Cc2cccc(Cl)c2)cc1	.	-23%	.	33%	19%	i	37	.	?
41	CCN(C(=O)COC(=O)/C=C/c1nc2ccccc2s1)C1CCS(=O)(=O)C1 (stereo not given)	-12%	-4%	?	-36%	?	i	-21	0%	7%
42	CCOC(=O)c1ccc(NC(=O)CCC2COc3ccccc3O2)cc1 (stereo not given)	-13%	-36%	?	-8%	-0.5%	i	11	0%	8%
43	Cc1nnc(N/N=C/c2ccc(-c3ccccc3F)o2)n1N	?	-96%	?	-2%	-3.2%	i	-18	0%	?
44	Cc1c(C(=O)NCc2ccccc2)oc2ccc(S(=O)(=O)N3CCC(C)CC3)cc12	-9%[9.27 µM]	-29%	.	2%	-0.1%	i	.	-12%	-24%
45	O=C(NN=C(Cc1ccccc1)Cc1ccccc1)C1CC1	1%	3%	3%	2%	-0.6%	i	-14	1%	-7%

Six compounds out of the list, arranged by number of heavy atoms, descending:
item	compound	Nrf2 inh	HepG2 tox	MCF10A rereplic	ATXN2 expr inh	Nrf2 ARE act	ATXN viability	IL-1B inflam inh	A549 tox	TGFb inhibitor
44	Cc1c(C(=O)NCc2ccccc2)oc2ccc(S(=O)(=O)N3CCC(C)CC3)cc12	-9%[9.27 µM]	-29%	.	2%	-0.1%	i	.	-12%	-24%
40	Fc1ccc(-c2nc3c4ccccc4ccn3c2Cc2cccc(Cl)c2)cc1	.	-23%	.	33%	19%	i	37	.	?
42	CCOC(=O)c1ccc(NC(=O)CCC2COc3ccccc3O2)cc1 (stereo not given)	-13%	-36%	?	-8%	-0.5%	i	11	0%	8%
36	COc1ccc2c(c1)[nH]c1c(=O)n(Cc3ccncc3)cnc12	-21%	-2%	11%	31%	2.2%	i	2	3%	-13%
39	CC(C)C(=O)NN(C(=O)c1ccccc1)c1ccccc1	2%	-2%	7%	4%	-2.8%	i	6	-1%	6%
35	CC(=O)Nc1ccc(Cl)cc1-c1ccccc1	?	-29%	5%	4%	2.8%	i	-2	3%	-24%
